EWS-Fli inh = blocks EWS/Fli oncoprotein-driven transcription. AID 651661. 0.67% of 350,000 active. A673 NR0B1-luciferase reporter, viability-normalised. inhibition, % at 12.6 µM;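 active = mean inhibition of at least 50% after viability correction, with every replicate also passing that limit; inconclusive = mean reaches 50% but only one of two replicates passes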;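 note: firefly luciferase signal divided by Alamar Blue viability fluorescence both relative to DMSO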
INS-1E GSIS act = GLuc luminescence reporter in INS-1E cells, primary screen for activators of glucose-dependent secretion of insulin | INS-1E GLuc reporter insulin secretion, 2-3 h | activation, % at 16.6 µM | 0.61% of 370,000 active | AID 743287;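 active = lowest replicate activation of at least 40%, so every replicate reaches that level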;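 note: 0% = median of neutral control wells and 100% = median of IBMX positive control wells; some compounds called inactive have numbers as strong as hits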
F508del corr = correctors of CFTR F508del function in bronchial epithelial cells; CFBE cells, YFP halide quenching; stimulated with forskolin plus potentiator P3; % fluorescence drop versus neutral controls; activity (quench increase), % at 7.58 µM; 0.36% of 350,000 active; AID 720511;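 active = mean added fluorescence quench of at least 8% versus neutral control, with both replicates also reaching 8%; inconclusive = only one of the mean or replicate conditions met; inactive = mean below 8% and not both replicates reaching 8%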;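 note: cells transiently co-express mutant CFTR-F508del with the halide-sensitive YFP; corrector assay measuring rescue of mutant channel to the surface after 24 h compound exposure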
PAX8 reporter = PAX8 transcriptional activity inhibition; RMG-I TPO-luciferase reporter, SteadyGlo, 24 h; inhibition, % at 12.6 µM; 1.2% of 360,000 active; AID 652154;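 active = mean replicate inhibition at least 60% with every replicate also reaching 60%; inconclusive = only one of the two criteria is met; inactive = mean below 60% and not all replicates reaching 60%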;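 note: luciferase light reporting Pax8 driven TPO promoter activity; plate controls were median of neutral control wells for no effect and mitoxantrone controls for full effect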
miR-122 sensor = inhibitors of miR-122 in Huh7 cells; Huh7 miR-122 Renilla luciferase sensor, 48 h; neutral wells = 0, positive control = 100; activation (reporter increase), % at 12.5 µM; 0.3% of 340,000 active;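 active = mean replicate activation score at least 90 and every replicate individually at or above 90; inconclusive = only one of the two criteria met; inactive = neither criterion met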;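 note: higher luciferase means less miR-122 activity so hits act as miR-122 inhibitors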
FN deposit inh = fibronectin deposition inhibition; AH1F fibroblasts, Alexa488-fibronectin deposition fluorescence, overnight; inhibition, % at 12.6 µM; 0.086% of 350,000 active; AID 743247;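 active = mean inhibition across replicates of 30% or more, regardless of how many single replicates reach that level; inconclusive = mean under 30% yet at least half of replicates reach 30%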;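 note: positive control wells lacked labelled fibronectin entirely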
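test system = AH1F fibroblasts assembling fluorescent fibronectin matrix | quantity = 10000 AH1F cells per well | buffer or medium = DMEM plus 2% serum, read in PBS | doses = single dose, pinned | incubation = 1 h cell attachment, overnight exposure to compound and label | detection = fluorescence at 485 nm excitation, 525 nm emission | read-out basis = inhibition from reduced deposited-fibronectin fluorescence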
DENV2 CPE = DENV2-induced cell death inhibition | DENV2-infected cells, cytopathic effect rescue, plate reader | CPE inhibition, % at 9.99 µM | 1.7% of 350,000 active | AID 651640; in the data active = CPE inhibition above about 20%, passing the limit was not always enough; inconclusive = no clear call, values can overlap the other calls; tested in BHK-21 cells;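 note: 0% = median of neutral control wells and 100% = median of positive control wells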
Numbers without * were called inactive; & = joins results of further samples; [ ] = dose if it differs, or a comment. Rows are unselected; about 3.9% have a hit in one of these screens.

Screening Cc1nn(-c2ccc(F)cc2)c(Cl)c1/C=N/NC(=O)c1cccs1 returned INS-1E GSIS act 8, PAX8 reporter -182 and FN deposit inh 1.
Screening Cc1ccc(C(=O)NNC(=O)c2ccccc2OCc2c(C)noc2C)cc1 returned EWS-Fli inh -3, INS-1E GSIS act 5, F508del corr 3.8, PAX8 reporter -4, miR-122 sensor 2, FN deposit inh 0 and DENV2 CPE 1.
Cc1cc(Cl)ccc1NC(=O)CN1C(=O)C(=O)N(C2CCCC2)C1=O was read as EWS-Fli inh 5, INS-1E GSIS act -26, F508del corr -0.8, PAX8 reporter -13, miR-122 sensor 3, FN deposit inh 0 and DENV2 CPE 5.
`COC(=O)c1c(C)oc(C)c1S(=O)(=O)NCc1ccco1` gave EWS-Fli inh 8, INS-1E GSIS act 2, F508del corr 3.1, PAX8 reporter 12, FN deposit inh 0 and DENV2 CPE -4.
For Cc1ccc(C)c(CN2C(=O)COc3ccc(C(=O)c4ccccc4C(=O)O)cc32)c1 the results were EWS-Fli inh -6, INS-1E GSIS act -6, F508del corr 0.2, PAX8 reporter -11, miR-122 sensor 2, FN deposit inh -8 and DENV2 CPE -2.
For CCOc1cc(N2CCOCC2)c(OCC)cc1NC(=O)CN1CCC(Cc2ccccc2)CC1 the results were EWS-Fli inh 4, INS-1E GSIS act -9, F508del corr -1.2, PAX8 reporter 12, FN deposit inh 2 and DENV2 CPE 4.
`CC1=C(C(=O)OC(C)C)C(c2ccccn2)n2ncnc2N1` (centres undefined) gave EWS-Fli inh -1, INS-1E GSIS act -12, F508del corr 4.7, PAX8 reporter 26, FN deposit inh 0 and DENV2 CPE -1.
O=C(OCc1ccccc1)N(CCCCN(CCCNCc1ccccc1)C(=O)OCc1ccccc1)CCCNCc1ccccc1 was read as EWS-Fli inh inconclusive, INS-1E GSIS act 22, F508del corr -3.2, PAX8 reporter 98*, FN deposit inh 15 and DENV2 CPE 15.
O=C(NC1CCCC1)[C@@H]1[C@@H](CO)[C@@H]2Cn3c(ccc(-c4ccc(F)cc4)c3=O)[C@H]1N2Cc1cocn1 was read as EWS-Fli inh 0, INS-1E GSIS act 20, F508del corr -3.1, PAX8 reporter 7, miR-122 sensor 1[16.7 µM], FN deposit inh -2 and DENV2 CPE 0.
For C[C@@H]1CN([C@@H](C)CO)S(=O)(=O)c2ccc(C#C[C@@H](C)O)cc2O[C@H]1CN(C)C(=O)c1ccccc1 the results were EWS-Fli inh -4, INS-1E GSIS act 4, F508del corr 1.1, miR-122 sensor -1[16.7 µM], FN deposit inh 3 and DENV2 CPE 10.
CC(C(=O)NCc1ccco1)n1ccc2cc(S(=O)(=O)N3CCCCC3)ccc21 (centres undefined) was read as EWS-Fli inh 7, INS-1E GSIS act 25, F508del corr 0.3, PAX8 reporter 15, FN deposit inh -9 and DENV2 CPE -4.
C[C@H](CO)N1C[C@H](C)[C@@H](CN(C)Cc2ccc(C(=O)O)cc2)OCCCC[C@H](C)Oc2ccc(NC(=O)Nc3ccccc3)cc2C1=O was read as EWS-Fli inh -9, INS-1E GSIS act 5, F508del corr 0.6, PAX8 reporter -42, miR-122 sensor 10[16.7 µM], FN deposit inh -13 and DENV2 CPE -9.
Screening CC(C)NC(=O)N(C)C[C@@H]1Oc2ccc(N(C)C)cc2C(=O)N([C@H](C)CO)C[C@@H]1C returned EWS-Fli inh -10, INS-1E GSIS act 17, F508del corr -1.3, PAX8 reporter -3, miR-122 sensor 11[16.7 µM], FN deposit inh -1 and DENV2 CPE -4.
For Cc1cc(C)n2nc(C(=O)N/N=C/c3ccccc3C)nc2n1 the results were EWS-Fli inh 5, INS-1E GSIS act 1, F508del corr -0.3, PAX8 reporter -10, miR-122 sensor 3, FN deposit inh -9 and DENV2 CPE 0.
OCC[C@H]1C[C@@H](O)[C@H](O)[C@]2(Cc3ccccc3CO2)O1 was read as EWS-Fli inh -5, INS-1E GSIS act 18, F508del corr 2.1, PAX8 reporter -7, FN deposit inh -5 and DENV2 CPE -13.
Screening C/C(=N\NC(=O)c1nnn(-c2nonc2N)c1CN(C)c1ccccc1)c1cccc(O)c1 returned EWS-Fli inh -37, INS-1E GSIS act 13, F508del corr -1.2, PAX8 reporter 1, miR-122 sensor 3, FN deposit inh 14 and DENV2 CPE 1.
Screening CC(C)C#Cc1ccc2c(c1)O[C@@H](CN(C)Cc1cncnc1)[C@H](C)CN([C@H](C)CO)S2(=O)=O returned EWS-Fli inh 22, INS-1E GSIS act -12, F508del corr -0.2, miR-122 sensor 78[16.7 µM], FN deposit inh -11 and DENV2 CPE inconclusive.
Cc1nnc2ccc(-c3cccc(NS(=O)(=O)c4ccccc4Cl)c3)nn12 was read as EWS-Fli inh 5, INS-1E GSIS act 16, F508del corr 0.4, PAX8 reporter 10, miR-122 sensor -6, FN deposit inh 4 and DENV2 CPE 0.
For O=C(NC1CC1)C1=C[C@@H](c2coc3ccccc3c2=O)C[C@@H](OCCCCO)O1 the results were EWS-Fli inh -13&-1, INS-1E GSIS act 10, F508del corr -0.4&2.4, PAX8 reporter 2&26, miR-122 sensor -5, FN deposit inh 5 and DENV2 CPE 11&-15.
Screening CN1C(=O)c2cccc(NCCCN3C(=O)c4ccccc4C3=O)c2C1=O returned EWS-Fli inh 11, INS-1E GSIS act 9, F508del corr 0.9 and DENV2 CPE -3.

2 entries picked at random from the list so far:
Screening Cc1nn(-c2ccc(F)cc2)c(Cl)c1/C=N/NC(=O)c1cccs1 returned INS-1E GSIS act 8, PAX8 reporter -182 and FN deposit inh 1.
Screening C/C(=N\NC(=O)c1nnn(-c2nonc2N)c1CN(C)c1ccccc1)c1cccc(O)c1 returned EWS-Fli inh -37, INS-1E GSIS act 13, F508del corr -1.2, PAX8 reporter 1, miR-122 sensor 3, FN deposit inh 14 and DENV2 CPE 1.

The listing picks up; the 3 compounds before the break are reprinted first.
Cc1nnc2ccc(-c3cccc(NS(=O)(=O)c4ccccc4Cl)c3)nn12 was read as EWS-Fli inh 5, INS-1E GSIS act 16, F508del corr 0.4, PAX8 reporter 10, miR-122 sensor -6, FN deposit inh 4 and DENV2 CPE 0.
For O=C(NC1CC1)C1=C[C@@H](c2coc3ccccc3c2=O)C[C@@H](OCCCCO)O1 the results were EWS-Fli inh -13&-1, INS-1E GSIS act 10, F508del corr -0.4&2.4, PAX8 reporter 2&26, miR-122 sensor -5, FN deposit inh 5 and DENV2 CPE 11&-15.
Screening CN1C(=O)c2cccc(NCCCN3C(=O)c4ccccc4C3=O)c2C1=O returned EWS-Fli inh 11, INS-1E GSIS act 9, F508del corr 0.9 and DENV2 CPE -3.
CN(C)CCCNC(=O)C[C@H]1CC[C@H](NS(=O)(=O)c2ccc(F)cc2)[C@H](CO)O1 was read as EWS-Fli inh 1, INS-1E GSIS act 3, F508del corr -1.1, PAX8 reporter -12 and DENV2 CPE -6.
Screening CCCCCCC(=O)NC1CCCCN(C)C1=O (centres undefined) returned EWS-Fli inh -15, F508del corr 3.0, PAX8 reporter -10, FN deposit inh -4 and DENV2 CPE inconclusive.
For O=C(/C=C/c1cccnc1)c1ccccc1O the results were EWS-Fli inh 16, INS-1E GSIS act -18, F508del corr 0.1, PAX8 reporter 13, FN deposit inh 2 and DENV2 CPE -4.
For O=C(CCNS(=O)(=O)c1ccc(Br)cc1)NC1CCC(O)CC1 (centres undefined) the results were EWS-Fli inh -2, INS-1E GSIS act 18, F508del corr 1.3, PAX8 reporter 5, FN deposit inh -9 and DENV2 CPE 10.
`CC(C)NC(=O)Cn1c(=O)c2c(ncn2Cc2ccccc2)n(Cc2ccccc2)c1=O` gave EWS-Fli inh 5, INS-1E GSIS act -3, F508del corr -1.4, miR-122 sensor -1 and DENV2 CPE -1.
C[C@@H]1CCCCO[C@H](CN(C)S(=O)(=O)c2cccs2)[C@@H](C)CN([C@H](C)CO)C(=O)c2cc(NC(=O)Nc3ccccc3)ccc2O1 was read as EWS-Fli inh -5, INS-1E GSIS act 0, F508del corr -4.5, PAX8 reporter -16, miR-122 sensor -9[16.7 µM], FN deposit inh 3 and DENV2 CPE 9.
Cc1c(N2C(=O)c3ccc(Br)cc3C2=O)c(=O)n(-c2ccccc2)n1C was read as PAX8 reporter -1, miR-122 sensor -17 and FN deposit inh -3.
Screening CO[C@H]1CN(C)C(=O)c2cc(NC(=O)c3ccccc3)ccc2OC[C@H](C)N(CC2CC2)C[C@@H]1C returned EWS-Fli inh 7, INS-1E GSIS act -12, F508del corr 1.2, PAX8 reporter -11, miR-122 sensor 0[16.7 µM] and FN deposit inh 11.
COC(=O)CCCC[C@@H]1O[C@H](CCc2ccccc2)Cc2[nH]c(=S)[nH]c(=O)c21 was read as EWS-Fli inh -4, INS-1E GSIS act 33, F508del corr 1.7, PAX8 reporter -2 and DENV2 CPE 3.
Screening COc1cccc2cc(-c3nnc(-c4ccccc4)o3)c(=O)oc12 returned EWS-Fli inh 16, INS-1E GSIS act 17, PAX8 reporter -71, miR-122 sensor 3, FN deposit inh -3 and DENV2 CPE 8.
`COCCn1nnnc1C(c1cc2cc(OC)ccc2[nH]c1=O)N1CCC(Cc2ccccc2)CC1` (centres undefined) gave EWS-Fli inh 15, INS-1E GSIS act -41, F508del corr -1.5, miR-122 sensor 9 and DENV2 CPE 2.
For CCOC(=O)C1(Cc2ccccc2C(F)(F)F)CCN(C(C)CSC)CC1 (centres undefined) the results were EWS-Fli inh 7, INS-1E GSIS act 18, F508del corr -9.2, PAX8 reporter 11, miR-122 sensor -1, FN deposit inh -16 and DENV2 CPE 2.
Screening CC(=O)N1[C@@H](CO)[C@@H]2c3ccccc3N(C(=O)c3ccccc3)C[C@@H]21 returned EWS-Fli inh 0, INS-1E GSIS act 14, F508del corr 3.3, PAX8 reporter -7, miR-122 sensor -25[16.7 µM] and DENV2 CPE 7.
Screening COc1ccccc1NC(=O)NCC1CC1(Cl)Cl (centres undefined) returned EWS-Fli inh -4, INS-1E GSIS act 6, F508del corr -2.0, PAX8 reporter -1, miR-122 sensor 24, FN deposit inh -2 and DENV2 CPE 4.
`COc1ccc(NC(=O)CCCCn2c(=O)[nH]c3ccccc3c2=O)cc1` gave INS-1E GSIS act -9, PAX8 reporter 8, miR-122 sensor 16 and FN deposit inh -3.
For COc1ccc(CN(C)C[C@@H]2Oc3ccc(NC(=O)Nc4ccc(C(F)(F)F)cc4)cc3CC(=O)N([C@@H](C)CO)C[C@@H]2C)cc1 the results were EWS-Fli inh -14, INS-1E GSIS act -19, F508del corr 0.6, PAX8 reporter -3, miR-122 sensor -10[16.7 µM] and DENV2 CPE 15.
CCOC(=O)c1ccc(NC(=S)N2CCN(S(C)(=O)=O)CC2)cc1 was read as PAX8 reporter 11, miR-122 sensor -6 and FN deposit inh -6.
Screening CC(C)[C@H](CO)Nc1nc(Nc2ccc(Cl)c(C(=O)O)c2)c2ncn(C(C)C)c2n1 returned EWS-Fli inh -6, F508del corr 0.4, PAX8 reporter 0, miR-122 sensor 5, FN deposit inh 0 and DENV2 CPE -13.
CN1CCN(C(=O)C[C@@H]2CC[C@@H]3[C@H](COc4ccc(NC(=O)C5CCCC5)cc4C(=O)N3C)O2)CC1 was read as EWS-Fli inh 9, INS-1E GSIS act 3, F508del corr -0.8, PAX8 reporter -10, FN deposit inh -4 and DENV2 CPE -3.
For S=c1[nH]nc(C2CCCCC2)n1/N=C/c1ccc(Cl)cc1 the results were EWS-Fli inh 20, INS-1E GSIS act 36, F508del corr -1.6, PAX8 reporter 15, miR-122 sensor 0, FN deposit inh 4 and DENV2 CPE -2.
Screening CCOc1ccc(C(=O)N/N=C(/C)C2C(=O)c3ccccc3C2=O)cc1 returned EWS-Fli inh 5, INS-1E GSIS act 3, F508del corr -1.5, PAX8 reporter -32, FN deposit inh -7 and DENV2 CPE -8.

From PubChem
